D2 potentiator = positively modulates the human D2 dopamine receptor allosterically | AID 485347 | HEK293 T-REx D2, calcium flux, EC20 dopamine potentiation | hit rate 0.34% among 340,000 | P14416 | potentiation, % at 10 µM;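 active means potentiation over 3 SD above the plate norm, cut at about 30% in these data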; further: 0% is about no effect
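Calcium flux readout, no-wash dye, 1 read/s. Inducible HEK293 Trex D2 line, overnight 30 C. Compound alone 180 s (agonist flags), then EC20 dopamine, another 180 s to score potentiation.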
D1 ag = human D1 receptor agonism; AID 504660; HEK293 T-REx D1 cells, calcium flux, agonist mode; activation, % at 2 µM; hit rate 1% among 360,000; P21728; further: 0% is about no effect
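Inducible HEK293 T-REx D1 cells, force-coupled to calcium signalling, were plated at 4000 cells/well with tetracycline and held overnight at 30 C. After no-wash calcium dye loading, compound-evoked calcium rise over 180 s flagged agonists.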
D1 antag = blocks dopamine activation of the human D1 receptor; P21728; HEK293 TREx D1 cells, calcium flux, dopamine EC80; active compounds read low; activity change, negative = inhibition, % at 10 µM; hit rate 3.2% among 360,000; in the data active means activity change below about -30%; further: on the % scale 0 is the no-effect control and ±100 the full control effect
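Antagonism measured as reduced calcium response to an EC80 dopamine addition following 180 s compound pre-read; cells were inducible HEK293 Trex D1 plated overnight at 30 C, read kinetically at 1 cycle/sec.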
D1 PAM = potentiators of human D1 dopamine receptor | potentiation, % at 10 µM | AID 504651 | HEK293 TREx D1 cells, calcium flux, dopamine EC20 potentiation | P21728 | hit rate 0.036% among 360,000; in the data active means potentiation above about 30%; further: 0% is about no effect
RXFP1 antagonist = RXFP1 (human) relaxin receptor antagonism; activity change, negative = inhibition, % at 57.5 µM; hit rate 0.59% among 350,000; HEK293-RXFP1, relaxin-stimulated cAMP HTRF, 30 min; active compounds read low; Q9HBX9;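 active means activity change of -60% or lower, but not beyond a set lower limit; inconclusive means change between -60% and -40%, or beyond the set limit; inactive means change above -40%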; further: on the % scale 0 is the no-effect control and ±100 the full control effect
Target sequence (Q9HBX9 whole entry, looked up): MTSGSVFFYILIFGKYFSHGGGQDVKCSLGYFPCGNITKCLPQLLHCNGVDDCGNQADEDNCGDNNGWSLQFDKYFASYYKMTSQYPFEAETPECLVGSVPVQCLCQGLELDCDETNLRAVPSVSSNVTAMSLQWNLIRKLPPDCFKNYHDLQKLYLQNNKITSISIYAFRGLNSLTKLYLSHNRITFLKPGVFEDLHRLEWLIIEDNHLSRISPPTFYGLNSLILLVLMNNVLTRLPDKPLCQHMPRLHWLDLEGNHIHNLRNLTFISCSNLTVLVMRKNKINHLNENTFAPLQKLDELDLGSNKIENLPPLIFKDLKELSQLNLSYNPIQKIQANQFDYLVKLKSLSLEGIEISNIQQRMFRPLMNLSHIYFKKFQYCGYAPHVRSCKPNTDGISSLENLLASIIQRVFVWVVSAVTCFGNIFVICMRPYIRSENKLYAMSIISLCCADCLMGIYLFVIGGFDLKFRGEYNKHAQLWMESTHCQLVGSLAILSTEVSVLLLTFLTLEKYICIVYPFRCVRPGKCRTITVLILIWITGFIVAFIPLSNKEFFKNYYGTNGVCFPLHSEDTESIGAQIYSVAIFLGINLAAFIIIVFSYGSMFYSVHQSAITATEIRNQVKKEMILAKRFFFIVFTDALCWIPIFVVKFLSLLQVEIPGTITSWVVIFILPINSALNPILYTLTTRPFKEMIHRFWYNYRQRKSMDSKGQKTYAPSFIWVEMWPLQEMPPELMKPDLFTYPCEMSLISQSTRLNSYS
TRHR enhancer = allosterically enhances the human TRH receptor. P34981. TRHR cells, fluo-8 calcium fluorescence, EC20 TRH enhancement. enhancement, % at 2 µM. hit rate 0.66% among 360,000. AID 493056; in the data active means enhancement above about 30%; further: 0% is about no effect
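Enhancer read-out: after compound pinning and an initial kinetic agonist-mode read, an EC20 of TRH (10 nM final) was injected and fluo-8 calcium signal (Ex 480/Em 530) followed at 1 s/cycle for 100 cycles in TRHR-expressing cells.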
D2 ag = D2 dopamine receptor (human) agonism; HEK293 T-REx D2 cells, calcium flux agonist mode; P14416; hit rate 0.53% among 340,000; activation, % at 2 µM; AID 485358;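 active means activation over 3 SD above normal in the single-dose calcium agonist read, cut at about 30% in these data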; further: 0% is about no effect
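HEK293 Trex D2 cells, tetracycline-induced, o/n 30 C 5% CO2; no-wash Ca dye, RT 30–90 min; 10-cycle baseline, 23 nl cpd added, kinetic Ca read 180 s; agonist hits = positive Ca response.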
TRHR ag = TRH receptor (human) agonism. AID 493084. P34981. activation, % at 2 µM. hit rate 0.18% among 360,000. TRHR cells, calcium flux fluo-8, FDSS agonist mode; further: 0% is about no effect
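Steps: seed TRHR cells overnight; add fluo-8 no-wash Ca dye, RT 30 min–1.5 h; record 10 s baseline; pin-transfer compounds; monitor fluorescence 1 cycle/s for the agonist window. Calcium increases flag candidate agonists.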
D2 antag = antagonists of human D2 dopamine receptor. hit rate 2% among 340,000. AID 485344. HEK293 TREx D2 cells, calcium flux, dopamine EC80. inhibition, % at 10 µM; in the data active means inhibition above about 30%; further: 0% is about no effect
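HEK293 T-REx D2 cells, tet-induced, calcium dye no-wash. Cpd pintool add, 180 s kinetic, then EC80 DA, 180 s kinetic. Ca flux read.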
* hit, by the source's call; ? = inconclusive; . = no result given. Unless noted, no stated cut-off is given here; in the data, active means activation above about 30%; inactive means the rest.

Results follow in this order: D2 antag | TRHR ag | D2 ag | D2 potentiator | TRHR enhancer | D1 ag | D1 antag | D1 PAM | RXFP1 antagonist
[1] CSc1ccc(C(=O)NC2CCSc3ccccc32)cc1 (configuration not stated)
    15 | -0.3 | -0.3 | 0 | -10 | -1 | 36 | 0 | -8
[2] O=[N+]([O-])c1cccc(S(=O)(=O)N2CCCCC2)c1
    11 | 0.0 | -0.6 | 5 | 3 | 1 | 41 | -3 | 13
[3] Cc1ccc(C(=O)N2CCN(C(=O)CN3CCCC3)C2)cc1
    1 | -0.4 | -2.0 | -3 | 3 | 0 | 1 | -1 | -26
[4] CCc1csc(CNC(=O)C2CCC(=O)N(Cc3cccc(F)c3)C2)n1 (configuration not stated)
    11 | -0.2 | 0.2 | 0 | 1 | 0 | -1 | -2 | -6
[5] Cc1ccc2nc(SCc3ccc([N+](=O)[O-])cc3)[nH]c2c1
    20 | 1.8 | 1.9 | -2 | -11 | 3 | -35* | -5 | -19
[6] c1ccc2c(c1)ccc1ncccc12
    -10 | -2.1 | -0.2 | -3 | 3 | 2 | 14 | 0 | -4
[7] CCc1ccc(-n2c(N3CCN(c4cccc(C)c4C)CC3)nc3ccccc3c2=O)cc1
    . | 0.1 | 0.5 | 11 | -2 | 1 | 16 | 0 | -5
[8] CC(C)NC(=S)N/N=C/c1cccnc1
    21 | 0.0 | -0.3 | 6 | -3 | 3 | -2 | -6 | -6
[9] COC(=O)c1cccc(NC(=O)CN(c2ccc3c(c2)OCO3)S(C)(=O)=O)c1C
    . | -0.5 | . | . | -6 | 6 | -3 | 1 | .
[10] COc1ccccc1CN1CCNC(=O)C1CC(=O)N(C)CC1CCOCC1 (configuration not stated)
    . | 0.0 | . | . | -1 | 0 | 2 | 2 | -5
[11] COc1cccc(CN2CC(C(=O)NCCOc3cccnc3)CCC2=O)c1 (configuration not stated)
    11 | 0.0 | 1.5 | 2 | 0 | 2 | 15 | -1 | 16
[12] Cc1nnc(N/N=C/c2cccs2)[nH]c1=O
    -12 | -2.2 | -1.2 | 6 | 4 | 1 | 8 | -1 | -5
[13] COc1cc(CNCCN2CCOCC2)ccc1OCc1cccc(Cl)c1
    42* | 1.5 | -0.5 | 1 | 3 | 10 | -4 | 0 | -10
[14] O=C(CSc1ccc(Cl)cc1)Nc1ccccc1N1CCN(C(=O)c2ccc(Cl)cc2)CC1
    -2 | -0.8 | 0.6 | 8 | 4 | 2 | 10 | -6 | -6
[15] CCOc1ccc(-n2c(SCC(=O)Nc3ccc4c(c3)OCCO4)nc3c(c2=O)SCC3)cc1
    -16 | 0.5 | 0.3 | 12 | -1 | 2 | -4 | 1 | -2

In another format: results already given.
No.	SMILES	D2 antag	TRHR ag	D2 ag	D2 potentiator	TRHR enhancer	D1 ag	D1 antag	D1 PAM	RXFP1 antagonist
11	COc1cccc(CN2CC(C(=O)NCCOc3cccnc3)CCC2=O)c1 (configuration not stated)	11	0.0	1.5	2	0	2	15	-1	16
12	Cc1nnc(N/N=C/c2cccs2)[nH]c1=O	-12	-2.2	-1.2	6	4	1	8	-1	-5
13	COc1cc(CNCCN2CCOCC2)ccc1OCc1cccc(Cl)c1	42*	1.5	-0.5	1	3	10	-4	0	-10

Shown as a hit in D1 antag (from the list above):
| cpd | canonical_smiles | D2 antag | D2 potentiator | TRHR enhancer | D1 ag | D1 antag | D1 PAM | RXFP1 antagonist |
| --- | --- | --- | --- | --- | --- | --- | --- | --- |
| 5 | Cc1ccc2nc(SCc3ccc([N+](=O)[O-])cc3)[nH]c2c1 | 20 | -2 | -11 | 3 | -35* | -5 | -19 |

Other structures follow.
Results follow in this order: D2 antag | TRHR ag | D2 ag | D2 potentiator | TRHR enhancer | D1 ag | D1 antag | D1 PAM | RXFP1 antagonist
[16] CC(C)(C)c1ccc(/C=N/NC(=O)c2ccccn2)cc1
    3 | -0.3 | 1.1 | -14 | -8 | 3 | 1 | -2 | -40
[17] CCn1c(SCC(=O)N2CCN(c3ccc(F)cc3)CC2)nc2ccccc2c1=O
    -2 | -0.7 | -0.5 | 3 | -5 | 1 | -1 | -1 | -12
[18] CCn1nnc(NC(=O)c2ccc(C(C)(C)C)cc2)n1
    10 | -0.5 | -0.7 | 5 | 2 | 5 | 2 | -1 | -17
[19] CCn1c(CCCCc2n[nH]c(=S)n2CC)n[nH]c1=S
    6 | -0.1 | 2.6 | 0 | 6 | 5 | 5 | -8 | -1
[20] Cc1cccc(OCCCN2CCOCC2)c1C
    -10 | -0.9 | -0.6 | -25 | 9 | 2 | -10 | -1 | 7
[21] O=C(Nc1ccccc1)O/N=C/c1ccc(F)cc1
    16 | -0.2 | -1.5 | 11 | 0 | -3 | 2 | -3 | 7
[22] CCOC(=O)C1=C(C)Nc2ccccc2N=C1NC(=O)Cc1ccc(OC)cc1
    6 | -0.2 | 0.5 | 7 | -1 | 1 | -81* | -5 | .
[23] Cc1ccc(-n2c(=O)[nH]c3sc4c(c3c2=O)CCNC4)cc1C
    . | -0.1 | 0.3 | . | 5 | -1 | 1 | 1 | -9
[24] COc1ccc(NS(=O)(=O)c2ccc(N3CCOCC3)c(NC(=O)C(C)C)c2)cc1
    -22 | 0.6 | 3.4 | 7 | -1 | 6 | -18 | -2 | -8
[25] CCc1c(C)nc2ncnn2c1NCCc1ccc(Cl)cc1
    11 | -0.2 | 0.1 | 5 | 1 | 14 | -23 | -5 | 3
[26] Cc1ccc2c(c1)CCCN2C(=O)CCc1nc2ccccc2c(=O)[nH]1
    16 | -0.8 | 0.0 | 24 | 6 | 2 | -7 | -2 | 4
[27] C/C(=N\NC(=O)c1ccn(C)n1)c1ccc(NC(=O)C2CCCC2)cc1
    -15 | -0.1 | -1.1 | -15 | 2 | -1 | -17 | -1 | -8
[28] Cc1cccc(C)c1NC(=O)CSc1nnc(-c2ccncc2)n1Cc1ccco1
    4 | 0.4 | 0.2 | -2 | -1 | 0 | -5 | -6 | -5
[29] CC1=C(C(=O)NCc2ccccc2)C(c2ccc(C)o2)n2ncnc2N1 (configuration not stated)
    -1 | 0.1 | 0.5 | 6 | -7 | 2 | -2 | 0 | -2
[30] CCOC(=O)C[n+]1c(C)csc1C
    -1 | 0.3 | 0.7 | -4 | 3 | 2 | 33 | 0 | -12
[31] COc1ccc(N2CCN(C(=O)c3ccc(-c4nc(COc5ccccc5)c(C)o4)cc3)CC2)cc1
    . | 0.9 | 1.7 | -1 | -4 | 0 | 0 | -2 | -8
[32] CCC(=O)Nc1cccc(C2=NOC3(C2)C[C@H](C(N)=O)N(C(=O)Cc2ccc([N+](=O)[O-])cc2)C3)c1 (some centres not stated)
    4 | 0.0 | -0.1 | 0 | -6 | 0 | 6 | -5 | .
[33] CS(=O)(=O)N1CCN(C(=O)c2cc3ccccc3oc2=O)CC1
    2 | 0.3 | 0.0 | -4 | 0 | 2 | 4 | -5 | -2
[34] CC(C)C1=C2CCCCC2NC(=O)N1 (configuration not stated)
    . | 0.5 | . | . | -3 | 0 | 3 | 6 | -9
[35] Cc1ccccc1OC1C(=O)N(Cc2ccc3c(c2)OCO3)C1c1sccc1C (configuration not stated)
    11 | 0.7 | 0.0 | -9 | -3 | 11 | -6 | 0 | 4
[36] Cc1ncsc1C(=O)Nc1nc2c(s1)CCCC2
    -4 | -0.5 | 1.1 | 1 | 13 | 0 | 15 | 4 | -2
[37] O=C(Nc1c(-c2ccc(F)cc2)nc2ccccn12)c1cccc(F)c1
    . | -0.3 | 0.0 | 13 | 13 | 2 | -1 | -1 | .
[38] COc1ccc(/C=C2\CN(Cc3ccccc3)C/C(=C\c3ccc(OC)c(O)c3)C2=O)cc1O
    7 | -1.0 | -1.6 | 10 | -2 | 0 | -13 | -5 | -12
[39] Cc1ccc(NC(=O)/C=C\C(=O)O)c([N+](=O)[O-])c1
    -6 | 0.7 | 2.0 | -5 | 1 | 1 | 5 | 6 | -1
[40] O=C(NN1C(=O)CSC1=S)C(=O)NN1C(=O)CSC1=S
    -13 | 1.5 | 1.2 | -1 | -6 | 5 | -3 | 0 | 9
[41] CCOC(=O)c1c(NC(=O)C(C)OC(=O)C2=COCCO2)sc2c1CCCC2 (configuration not stated)
    11 | -0.1 | 0.3 | 2 | -2 | 6 | 24 | 11 | -15
[42] CCOc1ccccc1NC(=O)C1CCC(CNc2c(N3CCOCC3)c(=O)c2=O)CC1 (configuration not stated)
    . | 0.4 | . | 8 | 3 | 1 | -3 | -1 | .
[43] COc1ccc(NC(=S)Nc2cccc(C(F)(F)F)c2)c(C)c1
    1 | 0.5 | 1.1 | -8 | -7 | 2 | . | -4 | 1
[44] N#Cc1ccc(C23CC4(C2)[C@H](CN(Cc2ccc(C(F)(F)F)cc2)[C@@H]4c2ccccc2)C3c2ccccc2)cc1 (some centres not stated)
    19 | 0.4 | 0.2 | -13 | 0 | 5 | 24 | 1 | .
[45] O=C(OCCN1CCCCC1)c1c[nH]c2ccccc12
    . | 1.9 | . | . | 6 | 6 | -13 | -2 | .
[46] O=C(Nc1cccc(N2C(=O)C3C4C=CC(C4)C3C2=O)c1)c1cccs1 (configuration not stated)
    -3 | -0.8 | 1.6 | 16 | 14 | 4 | -4 | -4 | -2
[47] O=C(NC(=S)NCc1ccc(-c2nc3ccccc3s2)cc1)c1ccco1
    6 | 0.4 | 0.8 | -3 | 1 | 4 | -7 | -2 | 11
[48] C/C(=N\NC(=O)c1cc(-c2ccccn2)nc2ccccc12)c1cccc([N+](=O)[O-])c1
    -15 | 0.0 | 0.0 | 5 | 4 | 2 | 11 | 2 | ?
[49] CN(C)C(CNC(=O)Nc1cccc(Cl)c1)c1cccnc1 (configuration not stated)
    0 | -0.2 | 0.3 | -16 | -7 | 3 | -14 | -11 | 9

Screening results as filed in PubChem.

Rows were taken by chance, and some 7.3% of all compounds hit somewhere here.
